# ABHD5 PLIN5 PPI = ABHD5-PLIN5 interaction inhibitors, primary screen, cell lysate, split luciferase complementation, luminescence. Split G. princeps luciferase complementation, 4 h. inhibition, % at 4 µM. hit rate 0.78% among 360,000;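 active means inhibition above the mean inhibition across every tested compound plus 3 SD, cut at about 22% in these data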;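 further: 0% = DMSO only wells and the 100% control is not disclosed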
# Glyco luc inh = increase of ERlucT glycosylation luciferase signal, primary screen, N-linked glycosylation inhibitor project, D54 ERlucT cells, luminescence, set 2. AID 588692, 2011. D54 ERlucT glycosylation luciferase reporter, 24 h; percent of 100 nM tunicamycin response. hit rate 0.23% among 360,000. reporter increase, % at 12.5 µM;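 active means mean luciferase reporter signal, scaled so untreated is 0 and the glycosylation-blocking control 100, at or above a set limit in every replicate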;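 further: luciferase carries N-glycosylation sites so blocking glycosylation raises the light; 0% = median of neutral control wells and 100% = median of 100 nM tunicamycin wells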
# PDI turbidity = inhibitors of human PDI, primary screen, biochemical, turbidity, single point, plate reader. Protein disulfide-isomerase (Homo sapiens), P07237. PDI insulin aggregation turbidity, A650, 90 min. inhibition, % at 10 µM. hit rate 0.052% among 350,000;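 active means mean inhibition across replicates of 30% or more, whatever share of single replicates reach that level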;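 further: absorbance from insulin aggregation driven by PDI reduction with DTT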
# Target sequence (P07237 whole entry, looked up): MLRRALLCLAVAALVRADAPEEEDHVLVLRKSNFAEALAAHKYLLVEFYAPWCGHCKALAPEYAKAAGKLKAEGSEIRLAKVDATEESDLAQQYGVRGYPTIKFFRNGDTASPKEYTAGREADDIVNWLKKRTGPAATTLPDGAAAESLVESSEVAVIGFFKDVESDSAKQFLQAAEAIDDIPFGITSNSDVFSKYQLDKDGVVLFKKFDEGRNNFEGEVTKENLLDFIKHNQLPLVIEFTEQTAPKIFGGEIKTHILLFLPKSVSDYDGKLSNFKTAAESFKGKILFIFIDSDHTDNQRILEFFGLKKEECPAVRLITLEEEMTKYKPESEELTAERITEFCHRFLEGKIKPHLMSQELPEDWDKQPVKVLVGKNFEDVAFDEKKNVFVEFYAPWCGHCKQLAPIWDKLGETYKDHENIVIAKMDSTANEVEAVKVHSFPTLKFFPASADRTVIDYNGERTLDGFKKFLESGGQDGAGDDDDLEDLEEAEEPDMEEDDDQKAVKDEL
# ABCB6 inh 2 = ABCB6 transporter inhibitors, primary screen, K562-ABCB6 cells, flow cytometry, MLPCN library | fluorescence ratio to DMSO, % at 10 µM | K562-ABCB6 porphyrin accumulation, 1 h; stronger effect = lower value | hit rate 0.19% among 360,000 | ATP-binding cassette sub-family B member 6 (Homo sapiens), Q9NP58;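 active means fluorescence ratio to DMSO below 75%, the collection mean minus 3 SD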;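 further: signal is porphyrin accumulated inside mitochondria; 100% equals median channel fluorescence of DMSO control wells; lower ratio means ABCB6 inhibition with less porphyrin fluorescence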
# MC4R antagonist = MC4R antagonists of cAMP signaling, primary screen, cell-based, TR-FRET, antagonist arm of biased-ligand search | Melanocortin receptor 4 (Homo sapiens), P32245 | MC4R-expressing cells, MTII-stimulated cAMP, LANCE TR-FRET | inhibition, % at 6.5 µM | hit rate 0.48% among 360,000 | AID 540295, 2011;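 active means inhibition above its plate's cutoff, the mean of tested wells on that plate plus 3 SD, cut at about 29% in these data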;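 further: 0% = Melanotan II alone and 100% = Melanotan II plus saturating MCL0020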
# Target sequence (P32245 whole entry, looked up): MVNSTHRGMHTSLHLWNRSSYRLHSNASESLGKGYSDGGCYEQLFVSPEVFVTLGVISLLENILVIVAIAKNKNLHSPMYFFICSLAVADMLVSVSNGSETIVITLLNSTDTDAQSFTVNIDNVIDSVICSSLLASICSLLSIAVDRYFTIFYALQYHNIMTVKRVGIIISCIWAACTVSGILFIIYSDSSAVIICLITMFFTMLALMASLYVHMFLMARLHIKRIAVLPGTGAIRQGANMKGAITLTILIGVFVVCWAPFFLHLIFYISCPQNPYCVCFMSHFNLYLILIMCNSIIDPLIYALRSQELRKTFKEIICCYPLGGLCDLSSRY
#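 system = U2OS cells with stable human MC4R expression | also added = Melanotan II challenge after compound preincubation | dosing = one concentration, 6.5 µM nominal | incubation = compound 30 min, challenge 1 h, detection 1 h | measured by = TR-FRET with Eu-cAMP and labeled anti-cAMP, 671 nm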
# Cardio protect = cardioprotection against H2O2-induced cell death, primary screen, uHTS, H9c2 cells, ATPLite luminescence | H9c2 cardiomyocytes, H2O2 injury protection, 2 h | protection from H2O2 cell death, % at 20 µM | hit rate 0.63% among 360,000 | AID 588492, 2011;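 active means compounds giving at least 50% protection of heart cells from peroxide-induced death in the single-dose screen, raw or plate-pattern-corrected value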;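 further: 0% = DMSO wells with peroxide and 100% = DMSO wells without peroxide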
# Exocytosis inh = LAMP-1 surface exposure blockers, TALL-104 cells – cell-based, flow cytometry, MLPCN library, primary screen | hit rate 0.66% among 360,000 | TALL-104 LAMP-1 surface exposure; cells stimulated with thapsigargin and PMA | inhibition, % at 10 µM;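 active means inhibition above about 55%, limit read from the data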
# MC4R barr agon = MC4R agonists recruiting beta-arrestin, primary screen, cell-based, luminescence, agonist arm of biased-ligand search; U2OS MC4R beta-arrestin complementation; percent of melanotan II response, DMSO zero; activation, % at 8.9 µM; hit rate 0.98% among 360,000;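 active means activation above a per-plate cutoff, the mean activation of sample wells on that plate plus 3 SD, cut at about 8% in these data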
# CaV13 FRET inh = Primary screen for inhibitors of IQ motif and Ca2+-dependent inactivation inhibitor domain binding in CACNA1D, Förster resonance energy transfer in living cells, …; HEK cells, CFP/YFP FRET ICDI-IQ, plate reader, 10 min; percent FRET-ratio fall versus neutral wells; hit rate 0.098% among 340,000; inhibition, % at 12.3 µM;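 active means mean replicate inhibition of at least 30% and at least 1% of replicates passing that level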;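 further: 0% = median of the neutral control wells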
# HTR2A ag = mouse Htr2a agonists via beta-arrestin recruitment, primary screen, cell-based, luminescence; AID 624169, 2012; activation, % at 7.6 µM; CHO-K1 mHTR2A beta-arrestin complementation; percent of 30 µM serotonin response; hit rate 0.66% among 360,000;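 active means activation above a run cutoff, the mean activation of all tested compounds plus 3 SD, cut at about 14% in these data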;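 further: 0% = plate median of compound wells and 100% = 30 µM serotonin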
# * marks the source's active call; other numbers are inactive results; . = not tested or not shown. Rows are unselected; overall some 4.2% were active at least once.
SMILES,ABHD5 PLIN5 PPI,Glyco luc inh,PDI turbidity,ABCB6 inh 2,MC4R antagonist,Cardio protect,Exocytosis inh,MC4R barr agon,CaV13 FRET inh,HTR2A ag
O=C(Nc1cccc2c1CCCC2)c1ccccc1Br,-5.5,-0.7,-3.8,90.0,-0.4,-2.0,-9.5,-0.6,-3.1,-4.2
COc1ccccc1NC(=S)NC1CCCC1,5.0,0.2,-5.0,92.0,3.0,-3.4,-1.3,-1.6,-19.4,-0.5
COCCn1c(=S)[nH]c2cc(C(=O)N3CCN(c4ccc(F)cc4)CC3)ccc2c1=O,6.3,0.6,-5.4,94.0,15.6,-7.6,2.2,0.6,-5.7,1.4
CC(=O)Nc1cccc(NC(=O)Cc2cccs2)c1,6.5,1.9,-4.5,105.0,-5.1,-0.5,10.3,1.3,-1.8,3.1
CCOc1nc(N=C(N)N)nc2c(C)cccc12,0.8,17.2,-3.2,106.0,-2.4,3.8,-4.6,1.3,-2.5,-1.7
O=C(O)C1C2C=CC(C2)C1C(=O)NCc1ccc(Cl)cc1Cl (centres undefined),-1.9,0.5,2.6,99.0,14.9,2.7,5.6,-0.5,-6.7,-3.7
NC(Cc1ccccc1)c1csc(Nc2nccc(C(F)(F)F)n2)n1 (centres undefined),-1.9,5.9,2.8,91.0,-1.2,7.3,3.6,1.9,-4.7,7.7
O=C(Nc1ccc(N2CCOCC2)cc1)c1ccc2nc(-c3ccco3)c(-c3ccco3)nc2c1,0.0,0.5,-7.6,102.0,-13.7,0.5,-0.8,10.4*,-8.6,0.6
CCOC(=O)Cc1ccc(Nc2nc(NCc3cccs3)nc3ccsc23)cc1,-7.5,-2.8,0.2,99.0,-2.6,-7.9,2.1,15.4*,-9.0,-4.0
NC(=S)Nc1cc(Cl)cc(Cl)c1,2.5,2.1,3.3,102.0,1.3,1.1,46.0,0.0,-4.1,-4.8
CC(C)CC(=O)NC(=S)Nc1ccc(S(=O)(=O)NC(C)(C)C)cc1,4.4,-0.7,2.6,96.0,-1.1,-18.4,10.3,0.1,-3.2,-3.6
CN(C)c1ccc(P(=O)(OCc2ccccc2)C(O)c2ccccc2)cc1 (centres undefined),1.2,-0.8,2.8,93.0,3.6,-3.0,7.3,-1.6,-4.5,2.4
CCOc1ccc(Cl)cc1/C=C1/C(=O)ON=C1C,-2.3,0.2,-15.4,93.0,-5.3,12.4,-15.8,-0.7,-8.5,4.0
Cn1c(N)c(C(=O)CSc2nc(C3CC3)n(-c3ccccc3)n2)c(=O)[nH]c1=O,-2.9,0.6,1.3,99.0,4.6,7.1,17.6,-3.1,-3.1,0.6
CCOC(=O)c1cc(S(=O)(=O)N2CCC(C)CC2)cn1C,-9.0,-1.2,4.3,98.0,0.1,-3.1,-5.1,1.6,-14.3,3.4
O=c1c2[nH]cnc2n(-c2ccc(F)cc2)c(=O)n1Cc1ccccc1,0.4,4.0,2.3,101.0,6.2,2.3,-7.3,-0.1,-3.7,-1.4
O=C(CC1C(=O)NCCN1Cc1cccc(Oc2ccccc2)c1)NCCc1ccncc1 (centres undefined),-3.1,0.6,2.5,106.0,2.3,9.4,14.1,-0.7,-8.5,0.1
COc1ccc(C2/C(=C(\O)c3ccc4c(c3)OCCO4)C(=O)C(=O)N2Cc2cccnc2)cc1OC (centres undefined),2.1,-0.7,-4.1,98.0,-1.2,6.3,0.3,-2.8,-4.9,19.9*
CCOC(=O)C(CC)Sc1nnc2n1C(C)(C)Cc1ccccc1-2 (centres undefined),-5.4,0.7,-7.6,97.0,4.6,3.9,2.1,1.2,-5.9,1.4
Cc1ccc(SCC(=O)Nc2oc(C)c3c(C)n[nH]c(=O)c23)cc1C,-7.8,4.4,-0.7,90.0,6.7,9.2,-2.6,-1.1,-2.7,-9.0
COC(=O)c1sc(NC(=O)CN2CCN(c3cccc(Cl)c3)CC2)c(C(=O)OC)c1C,-2.5,-3.5,2.6,96.0,0.6,8.5,-2.4,-2.1,-16.5,0.1
CN1CCN(C(=O)CCN2C(=O)/C(=C/c3ccc(F)cc3)SC2=S)CC1,-5.8,10.4,-5.9,111.0,1.5,-2.0,35.1,-3.1,-2.3,-4.4
Cc1nnsc1C(=O)NNC(=O)c1ccc(C(F)(F)F)cc1,-0.8,0.0,4.5,102.0,7.3,-3.7,-4.5,-0.8,-6.2,-0.6
CCOC(=O)N1CCN(c2ccc(S(=O)(=O)N3CCC(C)CC3)cc2[N+](=O)[O-])CC1,2.7,-3.6,-11.4,88.0,-0.7,-10.9,5.3,-0.6,-13.6,5.0
CC(C)(C)OC(=O)N1CCCC(C(=O)Nc2ccc(C(=O)NC3CC3)cc2)C1 (centres undefined),35.2*,1.5,-9.2,98.0,3.7,5.9,5.9,-0.4,-2.0,0.7
SMILES,ABHD5 PLIN5 PPI,Glyco luc inh,PDI turbidity,ABCB6 inh 2,MC4R antagonist,Cardio protect,Exocytosis inh,MC4R barr agon,CaV13 FRET inh,HTR2A ag
Cc1csc(N2CCCC2c2nc3cc(Cl)c(N4CCCCC4)cc3n2CCCO)n1 (centres undefined),-7.0,0.6,8.7,93.0,1.2,6.9,-8.5,-2.4,-3.4,-6.5
Cc1ccc(C)c(S(=O)(=O)NCC(=O)N2CCCC2)c1,-2.5,1.1,-3.0,102.0,5.3,5.6,-9.3,0.3,-1.9,3.5
O=C(Nc1ccc(F)cc1)C1C(c2ccccc2)C1(Cl)Cl (centres undefined),-18.5,-2.0,-3.8,107.0,-1.9,-24.2,-15.8,14.7*,-9.2,-0.2
O=S(=O)(c1ccccc1)N1CCN(Cc2ccccc2C(F)(F)F)CC1,-1.8,-3.2,1.5,99.0,-2.9,-10.4,-0.3,1.2,-3.7,-2.8
Cc1nn(Cc2ccccc2)c(Cl)c1C(=O)OCC#N,-1.1,1.2,-15.2,99.0,8.4,-1.2,-0.5,-0.3,-0.6,0.6
CCN1C(=O)[C@H]2[C@@H](c3ccc(-c4ccc(F)cc4)cc3)N[C@@](CC(C)C)(C(=O)OC)[C@H]2C1=O,-6.5,-5.1,-1.4,92.0,14.2,0.5,-5.3,0.6,-4.2,-2.3
Cc1cc(=O)[nH]c(SCC(=O)c2ccccc2)c1C#N,-4.1,-1.1,12.1,114.0,-1.6,9.7,5.3,-0.5,-5.4,4.6
CC1CCN(S(=O)(=O)c2ccc(C(=O)N3CCCCC3C(=O)O)cc2)CC1 (centres undefined),1.3,2.0,2.7,101.0,-1.8,8.1,4.2,-1.5,-16.1,8.8
CCOC(=O)CC(=O)Nc1cc2ccc(OC)c(OC)c2cc1C(=O)OCC,1.7,1.1,-14.0,104.0,10.3,-0.8,-8.4,-2.2,-17.0,-3.3
c1ccc(CNC23CC4CC(CC(C4)C2)C3)nc1,-1.6,0.9,-2.2,95.0,15.1,19.9,-7.3,-0.5,-0.1,2.9
O=C(CN1C(=O)c2cccnc2Oc2ccc(Cl)cc21)NCCC1=CCCCC1,-2.7,-2.0,2.9,84.0,-2.8,-5.1,3.6,1.1,-2.0,-1.3
O=C(CSc1nnc(C23CC4CC(CC(C4)C2)C3)o1)Nc1ccc(N2CCOCC2)c(Cl)c1,-3.3,-6.4,12.9,90.0,7.7,-3.7,4.7,-0.4,-3.1,7.0
CC(C)Cc1nc2sc3c(=O)n(N)cnc3c2c2c1COC(C)(C)C2,2.0,2.0,-1.3,98.0,14.2,3.2,-0.5,-1.4,-6.8,-0.1
CCOc1ccc(Cl)cc1CSc1n[nH]c(CC)n1,-1.4,-3.2,3.0,101.0,19.4,0.0,-3.3,-0.2,-6.6,-2.1
O=C(O)CCN1C(=O)c2ccc(NC(=O)CSc3ccc(Cl)cc3)cc2C1=O,-0.3,0.9,8.1,359.0,5.1,12.6,2.9,-1.1,-4.4,8.5
CC(C)(C)NC(=O)C(c1ccco1)N(C(=O)Cn1nnc(-c2ccc(F)cc2)n1)c1cccc(F)c1 (centres undefined),-9.9,-3.5,-0.7,105.0,1.8,0.5,0.6,1.6,-6.9,7.6
COC(=O)c1onc(-c2c(Cl)cccc2Cl)c1C(=O)OC,-0.3,0.7,18.9,96.0,5.5,0.3,39.8,-2.3,-5.1,0.3
COc1ccc(Cl)cc1C(=O)NNC(=O)CNC(=O)c1ccco1,-1.0,0.4,1.2,98.0,6.5,9.1,-3.3,-0.9,-3.2,-6.8
Cc1cc(C)c2c(n1)nn1c(NCCCN(C)C)cc(C)nc21,-7.0,2.7,10.1,92.0,7.5,-5.6,-0.1,-0.9,-4.7,-2.5
COC(=O)/C=C1/S/C(=N/NC(=O)c2ccccc2OC)NC1=O,-1.0,1.4,-10.6,103.0,-1.4,0.1,0.0,-1.9,-16.2,1.0
O=Cc1c(Cl)nc2ccccn12,2.8,-3.5,-2.8,99.0,7.2,1.6,-4.7,-2.6,-4.7,0.7
COC(=O)COc1ccc(/C=N/NC(=O)c2ccc(N(Cc3ccccc3)S(C)(=O)=O)cc2)cc1,-4.7,0.6,8.9,83.0,10.6,22.4,29.0,-2.9,-4.1,-1.5
CN/C(=C\[N+](=O)[O-])NCCSCc1csc(CN(C)C)n1,-1.6,1.1,-3.0,95.0,1.3,20.4,-2.2,-2.3,-5.5,-3.6
CCN(C(=O)c1cc2cccc(OC)c2oc1=O)C1CCCCC1,-3.8,0.1,23.5,103.0,3.9,-15.6,-0.3,0.8,.,-2.4
Cc1ccc(CC(=O)N2CCOCC2)cc1,-2.6,3.1,-0.9,100.0,1.4,11.1,0.6,-1.1,-5.4,2.3
CC(C)(C)c1ccc(S(=O)(=O)N2CCCCC2)cc1,0.5,-2.8,-1.1,97.0,15.1,-4.8,0.7,3.1,-6.3,4.0
Cc1cccc2cc(C(c3nnnn3Cc3ccccc3)N3CCCc4ccccc43)c(=O)[nH]c12 (centres undefined),-11.0,0.3,-2.9,106.0,1.9,11.2,-1.5,-1.1,-7.4,-3.0

# Sorted by value in Exocytosis inh (descending): some entries from above.
Structure,Exocytosis inh
CCOC(=O)C(CC)Sc1nnc2n1C(C)(C)Cc1ccccc1-2 (centres undefined),2.1
CN/C(=C\[N+](=O)[O-])NCCSCc1csc(CN(C)C)n1,-2.2
CCOC(=O)c1cc(S(=O)(=O)N2CCC(C)CC2)cn1C,-5.1
